Compound activity as filed in PubChem.
pAkt inh: inhibitors of Akt phosphorylation | hit rate 0.32% among 360,000 | Neuro2A IGF-stimulated pAkt S473 HTRF, 20 min; active compounds read low | activity change, % for hits at 50 µM | AID 651550; in the data active means activity change below about -80%; inconclusive means mostly about -51% to -80%; further: on the % scale 0 is the no-effect control and ±100 the full control effect
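Neuro2A cells in DMEM with 0.5% FBS, overnight at 37 deg C, given compound at single 50 µM final, then IGF (6 nM final) for 20 min at 37 deg C. Lysed; phospho-Akt Ser473 by HTRF after 24 h, 665/615 ratio.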
A549 tox: counter-screen for Nrf2 inhibitors: cytotoxicity in A549 cells; Potency, µM (highest dose often 46 µM), without a hit: top-dose activity change, negative = cytotoxicity, most hits filed as inhibitors; hit rate 0.16% among 390,000; A549 ARE-Fluc cells, CellTiter-Fluor viability, 18-24 h; further: potency means the concentration at half of the fitted maximal effect; on the % scale 0 is the no-effect control and ±100 the full control effect
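A549 ARE-Fluc cells in 5% FBS OPTI-MEM, 5000 cells/well, rested 2 h then exposed to compounds in concentration-response for 18-24 h at 37 °C. Viability by CellTiter-Fluor fluorescence (Ex 405/Em 525) after 30 min; luciferase luminescence (BugLite, 15 min, RT) read afterwards.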
TGFb SMAD3 inh: TGF-b pathway inhibition; HepG2 CAGA-GFP TGF-b/SMAD3 reporter, GFP fluorescence, 18 h; TGF-beta stimulated, 500 pg/mL final; Potency, µM (highest dose often 46.1 µM), for inactives: top-dose activity, negative = inhibition, hits mostly inhibitors; hit rate 1.2% among 410,000; further: potency means the concentration at half of the fitted maximal effect; on the % scale 0 is the no-effect control and ±100 the full control effect; nearly all actives have a fitted effect of over 65% in size
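Per well, imaged GFP fluorescence of HEPG2 CAGA-GFP cells gives the signal; cells get compound, then TGF-beta (500 pg/mL final), 18 h at 37 degrees C; %Activity versus -TGF-beta and +DMSO controls.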
Nrf2 block: blocks Nrf2 signaling; A549 ARE-Fluc reporter, luciferase luminescence, 18-24 h; Potency, µM (top dose mostly 46 µM), inactives show at the highest dose activity change, negative = inhibition, most hits filed as inhibitors; hit rate 2.1% among 360,000; further: potency means the concentration at half of the fitted maximal effect; on the % scale 0 is the no-effect control and ±100 the full control effect; nearly all actives have a fitted effect of over 60% in size
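Reporter: ARE-Fluc in A549. Exposure: 18-24 h, 37 °C, 5% CO2, 5% FBS OPTI-MEM. Readouts: fluorescent cytotoxicity (CellTiter-Fluor), then luminescent Nrf2 signal after BugLite.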
EPAC2 antag: antagonists of human EPAC2. EPAC2 GEF exchange of Rap1B-BODIPY-GDP, fluorescence. Potency, µM (highest dose often 114 µM), for inactives: at the top dose activity, negative = inhibition, hits mostly inhibitors. Q8WZA2. AID 720708. hit rate 0.18% among 360,000; further: potency means the concentration at half of the fitted maximal effect; on the % scale 0 is the no-effect control and ±100 the full control effect; nearly all actives have a fitted effect of over 45% in size; many of its hits are not listed in these tables
Target sequence (Q8WZA2 whole entry, looked up): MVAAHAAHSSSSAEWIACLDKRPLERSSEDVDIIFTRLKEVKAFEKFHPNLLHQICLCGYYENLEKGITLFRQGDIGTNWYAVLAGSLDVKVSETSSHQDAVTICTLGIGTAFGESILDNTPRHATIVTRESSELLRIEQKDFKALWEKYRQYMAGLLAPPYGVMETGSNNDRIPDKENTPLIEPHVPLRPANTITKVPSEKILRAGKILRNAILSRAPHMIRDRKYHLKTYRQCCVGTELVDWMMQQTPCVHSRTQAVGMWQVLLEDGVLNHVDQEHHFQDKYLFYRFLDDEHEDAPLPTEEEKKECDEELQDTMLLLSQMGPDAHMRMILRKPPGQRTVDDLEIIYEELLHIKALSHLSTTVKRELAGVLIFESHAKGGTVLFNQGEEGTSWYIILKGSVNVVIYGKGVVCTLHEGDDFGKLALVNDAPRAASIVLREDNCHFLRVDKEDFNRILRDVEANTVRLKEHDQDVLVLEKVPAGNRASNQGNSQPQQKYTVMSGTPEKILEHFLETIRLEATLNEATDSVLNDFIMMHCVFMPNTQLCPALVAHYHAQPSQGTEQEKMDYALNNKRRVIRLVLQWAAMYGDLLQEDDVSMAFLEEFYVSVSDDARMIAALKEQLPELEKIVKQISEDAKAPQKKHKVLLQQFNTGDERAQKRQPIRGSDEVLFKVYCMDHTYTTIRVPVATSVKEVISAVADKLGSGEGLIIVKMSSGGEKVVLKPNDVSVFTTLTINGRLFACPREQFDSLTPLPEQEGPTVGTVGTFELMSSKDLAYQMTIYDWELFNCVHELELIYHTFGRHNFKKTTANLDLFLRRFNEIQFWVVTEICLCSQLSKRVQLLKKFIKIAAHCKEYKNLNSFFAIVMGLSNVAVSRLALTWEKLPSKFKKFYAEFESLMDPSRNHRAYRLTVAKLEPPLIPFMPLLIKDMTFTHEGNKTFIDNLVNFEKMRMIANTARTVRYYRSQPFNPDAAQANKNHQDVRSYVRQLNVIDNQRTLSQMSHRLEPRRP
MmCpn inh: blocks the Methanococcus maripaludis chaperonin Mm-Cpn; AID 504842; purified Mm-Cpn ATPase, ADP Transcreener TR-FRET; hit rate 0.031% among 330,000; Potency, µM (titrated, usually from 76.9 µM), without a hit: at the highest dose activity, negative = inhibition, usual class: inhibitors; further: potency means the concentration at half of the fitted maximal effect; on the % scale 0 is the no-effect control and ±100 the full control effect; nearly all actives have a fitted effect of over 80% in size
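Compound-treated chaperonin, 25 nM final, turns over 10 uM ATP at 37°C for 30 min following a 10 min preincubation; ADP generated competes with ADP-d2 for Eu-cryptate antibody, lowering FRET.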
CCT modulator: changes cytosolic chaperonin activity. activity change, % (test concentration not listed), hits read low. hit rate 0.3% among 360,000. AID 651819. purified chaperonin ATPase assay, HTRF ADP detection, 30 min; in the data active means activity change below about -30%; further: on the % scale 0 is the no-effect control and ±100 the full control effect
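We incubate TRiC, 40 or 20 nM final, with library compounds at 76 uM and 10 uM ATP for 30 min at 37 °C. ADP formed is detected with Transcreener HTRF reagents after 30 min at room temperature.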
Nrf2 ARE act: activators of Nrf2 (ARE) signaling; AREc32 ARE-luciferase reporter (MCF7-derived line), luminescence, 24 h; Potency, µM (doses to about 46.1 µM), for the others: top-dose activation, most hits filed as activators; hit rate 0.31% among 410,000; AID 624171; further: potency means the concentration at half of the fitted maximal effect; % of control where 0% means no effect; nearly all actives have a fitted effect of over 65% in size
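Each well held 1000 AREc32 cells, which were incubated with compound for 24 hr at 37 deg C after overnight attachment, and ARE reporter activity was quantified by firefly luciferase luminescence.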
EPAC2 ag: activates human EPAC2 exchange factor | Potency, µM (doses to about 154 µM), for inactives: top-dose activation, hits mostly activators | EPAC2 activation, biochemical qHTS; response scale: 100% = 6.5 mM cAMP response | AID 720711 | hit rate 0.079% among 360,000 | Q8WZA2; further: potency means the concentration at half of the fitted maximal effect; nearly all actives have a fitted effect of over 50% in size
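In this primary screen, activation is scored as increased exchange of BODIPY-GDP from Rap1B by 100 nM EPAC2, with 50 uM GDP as competitor. Signal is normalized to the 6.5 mM cAMP agonist control.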
Starred values were filed as active, the others as inactive; i = inactive; ? = inconclusive; . = no result given; & = joins results of further samples. Unless noted, the call rests on the fitted dose curve; in most records, active means well fitted curve in the direction sought with a large enough effect; inconclusive means small, poorly fitted or top-dose-only effect, or another doubt; inactive means no such curve, though single readings can be large; an effect the other way counts as inactive or inconclusive. A portion of the library, so the mix of outcomes need not match the whole.

Structure	EPAC2 antag	Nrf2 block	CCT modulator	TGFb SMAD3 inh	MmCpn inh	A549 tox	pAkt inh	EPAC2 ag	Nrf2 ARE act
CCOC(=O)C1=C(C)OC(N)=C(C#N)C1c1cc(SCC)oc1C (configuration not stated)	?	?	1.4	-16%	-1%	-5%	i	3%	?
COC(=O)CSc1nc2[nH]ncc2c(=O)[nH]1	5%	11%	-2.1	-6%	1%	0%	i	7%	0.0%
COc1ccc(/C=C(/NC(=O)c2ccccc2)C(=O)N2CCCCC2)cc1OC	18%	11%	-0.5	21%	-2%	-6%	.	4%	-0.5%
CSc1cccc(Nc2cc(C(=O)NCCc3ccc(Cl)cc3)c3ccccc3n2)c1	.	?	.	10µM*	.	?	.	.	-0.4%
O=C(CNC(=O)c1ccccc1F)N/N=C/c1ccco1	4%	-7%	-1.0	-4%	-1%	1%	i	6%	0.0%
Cc1ccc(-c2nc3cc(C(C)C)ccc3o2)cc1NC(=O)c1cc2ccccc2o1	.	?	.	1%	.	7%	.	.	1.9%
CCSc1ncc(Cl)c(C(=O)Nc2nnc(CC)s2)n1	.	-7%	.	1%	.	6%	.	.	?
Cc1ccc(C(C(=O)NC2CCCC2)N(C(=O)c2csnn2)C2CCCC2)o1 (configuration not stated)	17%	?	1.3	0%	-2%	-3%	i	6%	-0.4%
CN1/C(=C/C(=O)c2nc(S(C)(=O)=O)ncc2Cl)C(C)(C)c2ccccc21	-4%	-11%	-0.9	?	-5%	?	i	-9%	-2.5%
Cc1c(C(=O)OC(C)C)sc(NC(=O)C2c3ccccc3Oc3ccccc32)c1C(=O)OC(C)C	.	2%	.	-13%	.	1%	.	.	5.1%
CC1ON=C(c2ccccn2)N(Cc2ccc3c(c2)OCO3)C1=O (configuration not stated)	-15%	.	-2.8	-11%	.	.	i	-3%	-0.6%
CCCS(=O)(=O)c1nc(S(=O)(=O)c2ccc(C)cc2)c(NCCN2CCOCC2)s1	11%	6%	0.5	?	0%	14%	i	1%	0.2%
COC(=O)c1scc(-c2ccc(C)cc2)c1S(=O)(=O)Nc1c(C)cc(C)cc1C	.	-13%	.	?	.	16%	.	.	-1.3%
O=C(CC(C(=O)O)c1cccc(Cl)c1Cl)c1ccccc1 (configuration not stated)	3%	-16%	-2.6	0%	3%	1%	i	8%	0.1%
CCc1cccc(C)c1NC(=O)CN1C(=O)c2ccccc2S1(=O)=O	-1%	4%	-2.2	-3%	-2%	5%	i	-6%	0.2%
O=C(CCc1ccccc1)Nc1ccc(S(=O)(=O)N2CCOCC2)cc1	-12%	2%	0.6	-1%	-1%	5%	i	-1%	0.3%
CCOC(=O)c1nnsc1Nc1ccc(C)c(C)c1	-3%	-20%	-0.3	0%	?	0%	i	8%	2.2%
c1ccc(CSc2ncnc3sccc23)cc1	-27%	9%	-1.6	-19%	-1%	0%	i	11%	11µM*
CCOC(=O)C1CCCC(NS(=O)(=O)c2ccc(NC(C)=O)cc2)C1 (configuration not stated)	7%	20%	-2.5	11µM*	1%	-4%	i	-1%	0.3%
CCN(C[C@H]1N[C@@](CC)(C(=O)OC)[C@H]2C(=O)N(Cc3ccccc3)C(=O)[C@@H]12)C(=O)C1CCCCC1	6%	1%	-0.3	-10%	-1%	-2%	i	10%	-0.6%
O=C(NN=Cc1ccc2c(c1)CCN2)c1cccs1	11%	.	-2.4	-16%	.	.	i	-3%	7.8%
O=C(c1cccc(S(=O)(=O)N2CCOCC2)c1)N1CCC(Cc2ccccc2)CC1	-8%	?	-2.6	?	1%	-1%	i	15%	-0.5%
CCOc1cc(C)ccc1OCc1nnc(SCC(=O)Nc2cccc(C(=O)O)c2)n1-c1ccccc1	-4%	-11%	1.3	-14%	0%	2%	i	8%	-0.3%
COc1ccc2cnn(-c3ccccc3C)c(=O)c2c1OC	-4%	-8%	-2.2	-2%	-2%	-11%	i	-2%	-0.2%
CCOC(=O)c1c(NC(=O)c2ccc(OC)cc2)sc2c1CCCCC2	.	9%	.	9%	.	2%	.	.	0.6%
CCc1ccc([C@@H]2CC=C(C(=O)O)[C@H](c3ccc(C(C)(C)C)cc3)N2S(=O)(=O)c2ccc(C)cc2)cc1	56µM*	21µM*	-2.0	?	1%	?	i	-15%	0.9%
Cc1ccc(NC(=O)CSc2nc3ccc(NC(=O)c4ccco4)cc3s2)cc1	.	-15%	.	-27%	.	-10%	.	.	-1.0%
CC(=NNC1=NCCN1)c1cnn(C2=NCCN2)c1C	-3%	.	0.2	21%	.	.	i	1%	0.1%
O=C(CC1C(=O)NCCN1CC(c1ccccc1)c1ccccc1)NCCc1cn[nH]c1 (configuration not stated)	4%	-2%	0.1	0%	1%	5%	i	6%	1.2%
OCC[C@@H]1C[C@@H](O)[C@H](O)[C@@]2(CCc3ccccc3CO2)O1	7%	4%	-3.7	17%	2%	0%	i	13%	0.0%
COc1ccccc1CNC(=O)C1Cc2ccccc2C(=O)O1 (configuration not stated)	7%	-1%	-0.9	-9%	-1%	2%	i	5%	-0.2%
O=C(NCCc1csc(-c2ccccc2)n1)c1cccs1	-11%	-6%	-0.7	7%	1%	24%	i	10%	11%
COc1cc(/C=C2\N=C(C)OC2=O)cc(Cl)c1OC(C)=O	-4%	7%	-2.7	1%	2%	0%	i	2%	0.2%
COc1ccc(CNCc2ccncc2)cc1OC	1%	-5%	-65*	5%	-3%	-3%	i	6%	-0.4%
C/C(=N/NC(=O)c1cn(-c2cccc(C)n2)cn1)c1ccc(C)cc1	-3%	-10%	-4.1	3%	1%	2%	i	9%	-0.7%
COc1cccc(NC(=O)CC2Oc3ccccc3NC2=O)c1 (configuration not stated)	0%	6%&-3%	0.7	?	0%	1%&1%	i	1%	0.7%&7.3%
O=C(COc1coc(CN2CCN(c3ccc(F)cc3)CC2)cc1=O)NC1CCCCC1	-3%	-26%	-0.8	-10%	.	4%	i	10%	-0.1%
S=C1NC2=C(CCCC2)C2(CCCCC2)N1	-3%	-10%	-5.0	3%	2%	-3%	i	0%	-0.4%
CCS(=O)(=O)N1Cc2ccccc2CC1C(=O)Nc1nc2c(C)cccc2s1 (configuration not stated)	-16%	19%	-0.1	0%	-6%	3%	i	6%	4.5%
CCOC(=O)c1c(-c2ccccc2)oc2ccc(OCc3cccc(Br)c3)cc12	.	2%	.	17%	.	-1%	.	.	0.5%
COc1ccc(S(=O)(=O)NCc2ccc(C(=O)NCc3ccccc3)cc2)cc1	.	16%	.	-12%	.	7%	.	.	-0.9%
Cn1c(=O)c2cc(NC(=S)NCc3ccccc3F)ccc2n1C	16%	.	-4.1	4%	.	.	i	5%	4.8%
O=C(Cc1ccccc1)Nc1ccc(N2CCCC2)cc1	-2%	.	-1.3	16%	1%	-3%	i	-1%	0.2%
Cc1ccc(NC(=O)CCSc2nc(-c3ccc4c(c3)OCO4)cc(C(F)(F)F)n2)c(C)c1	.	-5%	.	0%	.	-14%	.	.	-1.4%
Cc1ccc(N2C(=O)c3ccccc3C2Nc2ccc(S(=O)(=O)N3CCCCC3)cc2)nc1 (configuration not stated)	12%	?	0.6	-15%	0%	-4%	i	3%	0.9%
Cn1c(CCN2CCN(c3ccc(F)cc3)CC2)nc2cc(NC(=O)c3ccco3)ccc21	0%	-25%	-3.2	?	-2%	-3%	i	3%	0.3%
Cc1ccc(S(=O)(=O)N2C[C@H]3[C@H]4C(=O)N(C5CCCCC5)C(=O)[C@H]4CC(=O)[C@H]3[C@@H]2c2ccccc2F)cc1	-8%	.	-1.5	?	.	.	i	8%	2.3%
O=C1NC[C@H](Cc2ccccc2)N(CC2CCN(CCCC3CCCC3)CC2)C1=O	-4%	11%	0.6	-13%	.	8%	i	2%	0.9%
O=C(NCc1ccccc1Cl)c1cccc2c1C(=O)c1ccc(-c3ccc(OC(F)(F)F)cc3)cc1S2(=O)=O	5%	0%	0.1	-6%	-2%	-8%	i	-1%	-1.2%
CCc1nnc(NC(=O)CCN(c2ccc(C)cc2)S(=O)(=O)c2ccccc2)s1	-10%	8%	-0.1	-14%	0%	1%	i	6%	2.2%

Later entries.
Structure	EPAC2 antag	Nrf2 block	CCT modulator	TGFb SMAD3 inh	MmCpn inh	A549 tox	pAkt inh	EPAC2 ag	Nrf2 ARE act
CCN(CC)CCC(=O)c1ccc(F)cc1	10%	4%	0.4	10%	0%	0%	i	-3%	-0.4%
Cc1c(Br)cc(C(=O)NCc2ccco2)c(C)c1C	-1%	-4%	-2.2	12%	-1%	2%	i	-19%	?
CC(C)OC(=O)CSc1nnc(-c2ccc(C(C)(C)C)cc2)n1N	8%	11%	2.5	0%	-7%	-2%	i	-2%	0.3%
COc1ccc(OC)c(S(=O)(=O)N2CCC(C(=O)NCc3ccncc3)CC2)c1	0%	8%	-1.3	-23%	3%	-4%	i	11%	0.2%
Cc1ccc(-c2c(C)sc3ncn(CC(=O)N4CCOCC4)c(=O)c23)cc1C	4%	2%	-2.6	-11%	0%	-3%	i	1%	0.2%
CC1CC(=O)N(CC(=O)Nc2ccc(F)cc2)c2ccccc2S1(=O)=O (configuration not stated)	-6%	-18%	0.2	5%	1%	-2%	i	1%	-0.5%
Cc1nc(SCC(=O)O)n[nH]1	0%	-5%	-0.7	-10%	-1%	-4%	i	12%	0.3%
